Compound activity from PubChem BioAssay.
KOR beta-arrestin-1 – kappa opioid receptor activators – cell-based, luminescence, uHTS, primary screen (AID 1777); activation, % at 10 µM; hits with a dose series show EC50 in µM; KOR beta-arrestin recruitment, luminescence; higher % means a stronger effect; 280,000 tested, 0.02% active; in the data active = activation above about 50%, passing the limit was not always enough; also: a part of the inactive calls stands beside numbers as strong as those of hits
TNAP activation fold – stimulation of alkaline phosphatase TNAP activity – biochemical, luminescent, no phosphate acceptor, uHTS, primary screen (AID 1001). purified TNAP, luminescent activation assay, no phosphate acceptor; higher activation fold means a stronger effect. activation fold at 20 µM; hits with a dose series show EC50 in µM. 200,000 tested, 0.03% active; in the data active = activation fold from about 3, or a potency from the dose series; inactive = the rest, 99 in 100 with activation fold below about 1.6; also: many of its hits are not listed in these tables
NOD1 NF-kB reporter – NOD1 signaling inhibitors, primary screen, cell-based, luminescence, uHTS (AID 1578); inhibition, % at 4 µM; hits with a dose series show EC50 in µM; NOD1-driven NF-kB luciferase reporter cells, luminescence; higher % means a stronger effect; 290,000 tested, 1% active; in the data active = inhibition mostly above about 36%, no sharp cut-off; inactive = mostly below about 34%;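 also: HEK-293T reporter cells stimulated with the NOD1 agonist gamma-tri-DAP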
NTR1 ag – agonists of NTR1, primary screen, imaging, U2OS cells, beta-arrestin-GFP, high content (AID 493036); 330,000 tested, 0.17% active; activation, % at 20 µM; P30989; NTR1-U2OS beta-arrestin-GFP spot imaging, agonist mode;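 active = activation at or above 40% of the spot to cytoplasm intensity ratio, with at least 20 cells analyzed; inconclusive = wells under 20 cells, flagged as cytotoxic or low count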;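 also: 0% = DMSO without peptide and 100% = 100 nM NTR1 peptide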
Target sequence (P30989 whole entry, looked up): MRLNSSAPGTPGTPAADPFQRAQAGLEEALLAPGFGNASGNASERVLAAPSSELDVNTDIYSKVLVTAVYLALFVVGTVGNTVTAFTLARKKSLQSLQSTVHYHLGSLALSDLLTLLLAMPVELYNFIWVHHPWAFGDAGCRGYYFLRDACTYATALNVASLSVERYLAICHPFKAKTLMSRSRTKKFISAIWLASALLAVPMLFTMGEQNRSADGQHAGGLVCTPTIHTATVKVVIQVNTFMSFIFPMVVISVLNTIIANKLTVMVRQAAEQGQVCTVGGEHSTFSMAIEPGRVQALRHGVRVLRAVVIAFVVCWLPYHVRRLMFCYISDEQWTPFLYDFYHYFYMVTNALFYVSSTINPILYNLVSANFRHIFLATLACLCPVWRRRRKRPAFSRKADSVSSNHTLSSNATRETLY
KOR beta-arrestin-2 – KOR antagonists, beta-arrestin recruitment, cell-based, luminescence, uHTS (AID 1778) | KOR beta-arrestin recruitment, luminescence, antagonist mode; higher % means a stronger effect | inhibition, % at 10 µM; hits with a dose series show IC50 in µM | 290,000 tested, 0.091% active; also: strong numbers were not always called active
ER stress rescue – rescue of cells from ER stress-induced death, primary screen, 384-well, CSM14.1, thapsigargin, ATP luminescence (AID 1222) | CSM14.1 thapsigargin-induced death rescue, ATP luminescence; higher % means a stronger effect | cellular ATP content (survival), % at 20 µM; hits with a dose series show EC50 in µM | 190,000 tested, under 10 active;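 active = EC50 below 50 µM in the dose-response confirmation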;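 also: death triggered by thapsigargin at about 15 µM added after 2 h compound pretreatment; cell ATP read after overnight thapsigargin exposure of roughly 18 to 22 hours; normalized against plate controls of thapsigargin alone and 5% DMSO vehicle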
GPR55 activation – selective activators of receptor GPR55 – imaging, U2OS cells, beta-arrestin-GFP redistribution, primary screen (AID 1961); U2OS GPR55 beta-arrestin-GFP redistribution imaging; higher % means a stronger effect; one-dose activation, % at 10 µM; EC50 in µM for titrated hits; 290,000 tested, 0.048% active;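 active = activation above 40% with more than 50 cells counted in the well; inconclusive = wells holding fewer than 50 cells, flagged as toxic or sparse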;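 also: U2OS osteosarcoma cells stably expressing GPR55 and beta-arrestin-GFP; plate controls were DMSO negative control for no effect and LPI positive control for full effect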
Yfh1-depleted yeast – enhancers of respiration in Yfh1-depleted yeast, dose response, Friedreich's ataxia, plus single-dose screen (AID 1465); S. cerevisiae Yfh1-off respiration, WST-1 reduction, 72 h; higher fold induction means a stronger effect; fold induction at 50 µM; hits with a dose series show EC50 in µM; 220,000 tested, 0.074% active;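 active = fold induction of absorbance versus untreated yeast above a set limit, then at least 30% activation at any dose in follow-up; inconclusive = repeats straddling the limit, or above it without dose testing; inactive = fold induction below the set limit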;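 also: activators that raise dye reduction in frataxin-depleted yeast; strong numbers were not always called active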
NOD2 inhibition – NOD2 signaling inhibitors, cell-based, luminescence, uHTS, HEK293 (AID 1566); HEK293 NOD2/NF-kB luciferase reporter, luminescence; higher % means a stronger effect; inhibition, % at 4 µM, or EC50 in µM where a hit was titrated; 290,000 tested, 0.63% active; also: many of its hits are not listed in these tables
NTR1 ag cell count 20 µM – recorded beside NTR1 ag, whose call it bears; cell count; measured here: cell count, cytotoxicity flag
* hit, by the source's call; i = inactive; ? = inconclusive; · = not tested or not shown; [ ] = another dose, or the depositor's remark. Rule as the data show it, unless noted: active = inhibition above about 50%; inactive = the rest.

SMILES	KOR beta-arrestin-1	TNAP activation fold	NOD1 NF-kB reporter	NTR1 ag	NTR1 ag cell count 20 µM	KOR beta-arrestin-2	ER stress rescue	GPR55 activation	Yfh1-depleted yeast	NOD2 inhibition
Cc1nn(-c2ccccc2)c2sc(C(=O)c3c(N)n(C)c(=O)n(C)c3=O)cc12	-10.3%	1.1	15.4%	1.3	51	-46.4%	0.2%	-0.2%	i	10.6%
Cc1ccc(C2C(C#N)=C(N)Oc3n[nH]c(C)c32)cc1 (stereo not drawn)	-3.0%	1.1	1.8%	0.8	98	3.3%	7.7%	-1.0%	i	-2.3%
CCS(=O)(=O)N1CCN(C(C)CCc2ccccc2)CC1 (stereo not drawn)	-3.6%	1.1	-34.8%	0.5	82	11.5%	-2.7%	0.1%	i	-1.1%
CCCn1c(SCC(=O)NC2CCCC2)nnc1C(C)C	1.1%	·	1.9%	0.1	46	-18.2%	·	0.0%	·	9.4%
COc1ccc(Cl)cc1NC(=O)C(C)N(C)Cc1ccc(C(F)(F)F)cc1 (stereo not drawn)	-2.5%	1.1	37.5%	2.9	48	14.1%	5.1%	0.5%	i	-1.8%
O=C(O)COc1ccc(Br)cc1/C=C1/SC(=O)N(CC(=O)N2CCCC2)C1=O	3.1%	1	-8.7%	-1.3	55	-4.4%	-3.0%	-0.2%	i	-14.4%
Cc1ccc(/C=C2\SC(=O)N(CCC(=O)N3CCN(C)CC3)C2=O)cc1	-2.9%	·	-46.5%	1.1	29	-1.3%	·	-0.2%	·	-42.4%
Cc1ccc(OCC(=O)Nc2ccccc2C(=O)N2CCCC2)cc1	-1.2%	·	-5.2%	-0.2	51	19.4%	·	-0.2%	·	12.2%
O=C1c2ccccc2-c2cccc(NS(=O)(=O)c3ccc(C(F)(F)F)cc3)c21	0.0%	1.1	29.1%	3.6	81	-13.0%	-3.0%	0.1%	i	21.7%
Cc1onc(-c2ccccc2Cl)c1C(=O)NC(=S)NCc1cccnc1	13.8%	1	-21.8%	-0.1	69	2.4%	-0.3%	0.3%	i	12.7%
CCOC(=O)c1ccc(N2C(=O)c3n[nH]c(C)c3C2c2ccc(OC)cc2)cc1 (stereo not drawn)	-4.0%	1	23.6%	0.7	92	33.0%	-0.7%	-0.1%	i	31.0%
N/C(=N\OC(=O)Oc1ccccc1)c1ccc([N+](=O)[O-])cc1	2.1%	1.1	-24.8%	4.7	59	16.9%	-0.8%	-0.3%	i	1.7%
Cc1cccc(C)c1NC(=O)c1sccc1SCc1cccc(C(F)(F)F)c1	0.2%	1.1	-5.3%	7.6	61	9.0%	1.7%	-0.1%	i	14.1%
CC1=C(C(=O)OCc2ccccc2)C(c2ccccc2[N+](=O)[O-])NC(=O)N1C (stereo not drawn)	-4.1%	·	-9.9%	0.1	74	5.3%	·	0.2%	·	19.4%
CCCN(CC(=O)Nc1cc(C)on1)S(=O)(=O)c1cccc(C(F)(F)F)c1	-2.0%	1.1	-25.2%	0.0	51	8.1%	-0.4%	1.6%	i	3.5%
Cc1ccc(NC(=O)CSc2nc(N)cc(=O)[nH]2)cc1Cl	0.9%	1.1	-38.8%	-0.2	70	-9.0%	-0.4%	0.4%	i	8.9%
CCC(c1nnc(SCC(=O)Nc2ccc(C(=O)Nc3ccccc3OC)cc2)o1)N(C)C (stereo not drawn)	-2.8%	1.3	-17.7%	-0.1	52	10.8%	-2.1%	-0.2%	i	-9.8%
Cc1ccc(NC(=O)Cn2c(O)c(N=NC(N)=S)c3ccccc32)cc1	-1.5%	·	7.5%	19.0	78	4.1%	·	0.9%	·	8.1%
CNC(=O)c1oc(-c2ccccc2)nc1C	-1.9%	1	-6.7%	-0.5	37	20.9%[20 µM]	0.4%	-0.1%	i	6.3%
COc1cc(/C=C2/C(=N)N3C(=NC2=O)SN=C3S(C)(=O)=O)ccc1OC(=O)c1ccco1	7.4%	·	-0.7%	-0.5	61	-46.7%	·	-0.2%	·	20.8%
CN(Cc1nc(-c2ccccn2)no1)S(=O)(=O)c1ccccc1	0.6%	1.1	-23.2%	-0.6	48	-10.8%	·	-0.2%	i	-14.4%
OC[C@H]1OC(Nc2ccc(N=Nc3ccccc3)cc2)[C@@H](O)[C@@H](O)[C@@H]1O (stereo partly drawn)	5.8%	·	-8.3%	-0.8	50	28.3%	·	-0.1%	?	-25.4%
CCN(CC)S(=O)(=O)c1ccc2oc(C(=O)O)c(C)c2c1	-1.8%	1.1	-11.0%	0.7	59	16.4%	-1.3%	0.0%	i	9.8%
CN(c1ccccc1)S(=O)(=O)c1ccc2[nH]c(=O)oc2c1	3.7%	·	-35.4%	0.0	53	-16.6%	·	-0.1%	·	6.4%
CCOC(=O)N1CCN(CC(=O)Nc2cc3c(cc2C(C)=O)OCO3)CC1	-2.2%	1.1	-19.4%	-0.5	71	-2.8%	·	-0.3%	i	-2.3%
CC(=O)Nc1sc2c(c1C(=O)N1CCOCC1)CCCCC2	-4.5%	1.1	-1.2%	-1.8	109	30.4%	-0.9%	?	i	15.5%
COc1ccc2oc(C(=O)NN3C(C)CCCC3C)c(C)c2c1 (stereo not drawn)	-2.6%	1.1	-14.8%	0.9	55	-3.6%	-1.5%	0.6%	i	23.1%
CC(C)C(=O)N1CCN(c2ccccc2NC(=O)c2cccc(Cl)c2)CC1	3.6%	1.1	-7.5%	2.8	68	-20.3%	1.9%	-0.2%	i	-1.6%
COc1ccccc1C(CC(=O)O)NS(=O)(=O)c1ccc2c(c1)N(C(C)=O)CC(C)O2 (stereo not drawn)	5.8%	·	-7.9%	0.1	60	-13.2%	·	0.8%	·	14.2%
COc1ccc(C(=O)NCC(=O)OCc2csc(-c3ccccc3)n2)cc1	-2.1%	1	-20.1%	3.1	30	16.9%	-8.0%	-0.3%	i	13.4%
COc1cccc(C(C)N(C)Cc2nc(-c3ccoc3)oc2C)c1 (stereo not drawn)	·	1.1	-31.6%	0.5	52	-37.4%[20 µM]	-1.4%	0.2%	i	-12.9%
O=C(Cc1n[nH]c(=O)[nH]c1=O)N/N=C/c1cccc(Cl)c1	4.6%	·	-4.4%	0.8	56	·	·	-0.1%	i	-0.4%
CCOC(=O)C(Cc1ccccc1)C(=O)NCc1cccnc1 (stereo not drawn)	2.1%	·	1.8%	-0.9	50	-13.3%	·	-0.3%	·	-10.8%
O=C(Nc1ccc2c(c1)OCO2)Nc1ccccn1	-3.4%	1.1	-51.8%	-2.1	81	10.5%	0.3%	0.0%	i	-91.1%
Nc1c(C(=O)CCC(=O)O)oc2ccc(Cl)cc12	-0.1%	1.2	12.3%	0.9	53	-13.4%	0.0%	-0.1%	i	3.4%
CC(C)c1ccc(Nc2nc(Cl)nc(Cl)n2)cc1	3.6%	·	-33.0%	1.3	59	9.4%[20 µM]	·	-0.2%	·	2.1%
Cc1ccc(S(=O)(=O)N(C)c2c(C)ccc(S(=O)(=O)N3CCN(C)CC3)c2C)cc1	6.9%	1.1	-19.9%	8.0	59	0.1%	17.7%	-0.4%	i	23.3%
CN1CCN(C(=O)CCN2C(=O)/C(=C\c3ccc(Cl)cc3)SC2=S)CC1	6.9%	·	-7.9%	0.2	54	-64.5%	·	0.2%	·	4.8%
Cc1ccccc1C1C(C#N)=C2N=C(N)c3c(sc4c3CCCCC4)N2C2=C1C(=O)CCC2 (stereo not drawn)	-1.1%	1	0.7%	4.6	101	11.7%	-0.4%	0.0%	i	12.6%
Cc1cnc(NC(=O)CSc2ccccc2)s1	-2.4%	1	-19.7%	-2.2	60	34.2%	-0.5%	0.0%	i	-10.8%
CN(C)C(=O)Oc1ccc[n+](C)c1	-2.1%	1.1	-23.1%	-1.2	58	-11.2%	1.8%	0.7%	i	11.4%
COCCNc1nnc(SCC(=O)Nc2sc3c(c2C(=O)c2ccccc2)CCCC3)s1	-2.4%	1.2	7.1%	0.3	58	3.1%	-1.3%	19.1%	i	15.7%
CCNC(=S)N=Nc1c(O)[nH]c2ccc([N+](=O)[O-])cc12	-3.9%	2.1	-33.2%	5.1	55	6.1%	-0.1%	-0.6%	i	6.2%
COc1ccc(S(=O)(=O)N(C)C)cc1NC(=O)Cc1c[nH]c2ccccc12	-1.0%	1.2	-21.5%	-0.8	28	-6.3%	-0.7%	-0.5%	i	22.1%
CCCCn1nnnc1NCc1ccc(N(CC)CC)cc1	-3.4%	1.1	13.8%	-0.6	47	-5.4%	-2.9%	-0.1%	i	10.6%
Cc1cc(C)n(C2CC(=O)N(c3cc(Cl)cc(Cl)c3)C2=O)n1 (stereo not drawn)	-0.4%	·	-6.0%	0.3	50	24.3%	·	0.8%	i	9.6%
CCN(CC)C(=O)NC1CCCCCCC1	-2.5%	1.1	-28.3%	-0.3	100	-27.2%[20 µM]	-1.6%	0.2%	i	6.8%
Cc1cccc(C(=O)Nc2ccc(O)cc2C(=O)O)c1	-0.8%	1	-13.7%	1.3	45	-27.7%	0.9%	-0.2%	i	11.1%
NC(=O)C1CCCN(S(=O)(=O)c2ccc3ccccc3c2)C1 (stereo not drawn)	0.6%	·	-38.7%	-0.6	53	-24.4%	·	-0.2%	·	-10.9%
COc1ccc(Cn2c(C)nc3c(c(=O)c4ccccc4n3C)c2=O)cc1	·	·	-1.1%	0.3	59	-8.3%	·	-0.1%	i	5.3%

(next part)
SMILES	KOR beta-arrestin-1	TNAP activation fold	NOD1 NF-kB reporter	NTR1 ag	NTR1 ag cell count 20 µM	KOR beta-arrestin-2	ER stress rescue	GPR55 activation	Yfh1-depleted yeast	NOD2 inhibition
Cc1ccc(C(=O)NCc2nnc3c(C(F)(F)F)cc(Cl)cn23)o1	-3.0%	·	-16.7%	1.6	59	-28.0%	·	0.6%	·	14.7%
Cc1ccc2nc(SCC(=O)N3CCN(c4ccccc4)CC3)[nH]c2c1	5.1%	·	-12.1%	-0.5	69	18.7%	·	0.0%	i	9.7%
O=S(=O)(c1ccc(NC(=S)N/N=C/c2ccc(O)c(O)c2)cc1)N1CCOCC1	4.5%	·	-5.3%	0.1	39	5.8%	·	-0.3%	i	6.0%
O=C(CN(c1ccccc1)S(=O)(=O)c1ccccc1)Nc1ccccc1C(=O)NCc1ccco1	4.1%	1.1	48.6%	1.4	52	-22.9%	-1.2%	0.2%	i	-31.3%
COc1ccc(NC(=O)c2ccc(-c3ccc([N+](=O)[O-])cc3)o2)cc1OC	4.6%	1	29.5%	10.4	72	12.5%	6.9%	-0.3%	i	1.0%
O=Cc1c(NC2CCCCC2)c2ccccc2[nH]c1=O	0.7%	·	-22.3%	0.5	49	-48.3%[20 µM]	·	-0.1%	·	-3.3%
N#Cc1c2nc3ccccc3nc2n2cc(NC(=O)c3ccc(F)cc3)ccc12	20.2%	0.7	66.3%	·	·	-25.8%	0.2%	-0.3%	i	26.4%

Only part of the results is shown, so the mix of outcomes need not match the whole.
